# From PubChem BioAssay
# LAP4-GFP MLPCN: alters LAP4-GFP fluorescence in TOR pathway yeast screen | hit rate 0.34% among 320,000 | S. cerevisiae LAP4-GFP multiplex, flow cytometry GFP, 3 h; median GFP as percent of DMSO wells | GFP response vs DMSO, % at 10 µM;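 active means GFP response vs DMSO above a set limit, about the screen mean plus 3 SD, cut at about 150% in these data; inconclusive means under 70 cell events counted for the yeast strain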
# Yeast superoxide: yeast age-related superoxide inhibition as caloric restriction mimetic; superoxide response (% of plate mean), % at 10 µM; S. cerevisiae aged cells, superoxide DHE fluorescence; active compounds read low; hit rate 0.18% among 330,000;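 active means superoxide response under a set limit, about three screen SD below normal, cut at about 65% in these data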;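 further: yeast aged for seven days with compound at 30 °C before DHE staining; 100% = average MFI of all compound-treated wells on the plate with controls excluded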
# proCasp7 act: counter-screen for procaspase-3 activators: activators of human procaspase-7. recombinant procaspase-7, Ac-DEVD-pNA absorbance 405 nm; D23A/D198A/D206A triple mutant, cannot self-cleave; scale: DMSO 0, 5 µM enzyme 100. activation, % at 8.5 µM. P55210. hit rate 0.093% among 330,000;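 active means percent activation above the screen-wide mean plus 3 SD, cut at about 25% in these data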
# Target sequence (P55210 whole entry D23A/D198A/D206A): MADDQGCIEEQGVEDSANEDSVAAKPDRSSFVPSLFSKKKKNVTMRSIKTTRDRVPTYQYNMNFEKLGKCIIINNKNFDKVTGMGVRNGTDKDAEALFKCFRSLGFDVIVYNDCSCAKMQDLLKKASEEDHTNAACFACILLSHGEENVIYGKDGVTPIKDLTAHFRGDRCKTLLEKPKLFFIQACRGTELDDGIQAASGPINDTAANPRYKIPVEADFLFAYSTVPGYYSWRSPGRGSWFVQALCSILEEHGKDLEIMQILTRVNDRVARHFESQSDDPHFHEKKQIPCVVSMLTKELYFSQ
#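 Assay system – Uncleavable procaspase-7 mutant enzyme · Quantity – 2 µM procaspase-7 mutant as dispensed · Times – 1 h preincubation, 2 h reaction · Dosing – single nominal 8.5 µM compound dose, 0.8% DMSO final · Buffer or medium – Zinc-free 50 mM HEPES buffer, pH 7.4, with NaCl and Triton X-100 · Detection – Epi-absorbance of released pNA at 405 nm, two timepoints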
# MEP2 TOR yeast: modulators of TOR pathway MEP2-GFP in S. cerevisiae. S. cerevisiae MEP2-GFP strain, flow cytometry GFP, 3 h; 100% = DMSO control level. GFP response vs DMSO, % at 10 µM. hit rate 0.51% among 330,000. AID 2016;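 active means GFP response versus DMSO above a set limit, roughly screen mean plus 3 SD, cut at about 180% in these data; inconclusive means fewer than 70 cells counted for a yeast strain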;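 further: median GFP fluorescence of the barcode-gated MEP2-GFP cells per well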
# GASC-1 inh: inhibitors of human GASC-1 (JMJD2C) demethylase. Q9H3R0. inhibition, % at 2.35 µM. AID 2099. hit rate 0.069% among 330,000. GST-JMJD2C(1-420) H3K9me3 demethylation, DELFIA europium;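 active means more than half of a compound's replicate wells show inhibition beyond 50%, single wells judged on their own value; inconclusive means some, but no more than half, of replicates pass 50% inhibition; inactive means no replicate passes 50% inhibition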;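 further: signal counts dimethyl H3K9 product captured on neutravidin plate; 0% = median of DMSO wells and 100% = 0.3 times that DMSO median; strong numbers were not always called active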
# Target sequence (Q9H3R0 1-420 limits assumed): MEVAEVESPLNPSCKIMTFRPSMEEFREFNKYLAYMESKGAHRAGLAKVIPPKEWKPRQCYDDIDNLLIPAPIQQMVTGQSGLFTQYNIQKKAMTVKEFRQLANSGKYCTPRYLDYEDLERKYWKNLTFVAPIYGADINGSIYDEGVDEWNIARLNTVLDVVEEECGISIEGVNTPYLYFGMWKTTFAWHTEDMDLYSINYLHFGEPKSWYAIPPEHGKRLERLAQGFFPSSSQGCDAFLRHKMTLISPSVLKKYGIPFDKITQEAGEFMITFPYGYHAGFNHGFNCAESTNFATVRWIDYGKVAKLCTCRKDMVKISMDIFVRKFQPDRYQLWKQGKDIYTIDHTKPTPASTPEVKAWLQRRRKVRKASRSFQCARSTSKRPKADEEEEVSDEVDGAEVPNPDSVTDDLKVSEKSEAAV
# AHR act: activators of human aryl hydrocarbon receptor | P35869 | AHR-responsive luciferase reporter cells, luminescence | activation, % at 5 µM | hit rate 2.5% among 320,000 | AID 2796; in the data active means activation above about 47%;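 further: 0% = vehicle wells and 100% = reference agonist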
# RPL19A-GFP yeast: yeast TOR pathway RPL19A-GFP modulation | S. cerevisiae RPL19A-GFP strain, flow cytometry, 3 h; active compounds read low | percent response vs DMSO, % at 10 µM | hit rate 0.3% among 330,000 | AID 2025;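 active means percent response vs DMSO below 50%; inconclusive means fewer than 70 events counted for the yeast strain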;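 further: median channel GFP fluorescence of the barcoded RPL19A-GFP strain; ratio of sample median GFP to plate DMSO average so 100% = DMSO; lower means less RPL19A-GFP as with rapamycin TOR inhibition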
# procasp3 activ: activates human procaspase-3; P42574; AID 463141; recombinant procaspase-3 D3A, Ac-DEVD-pNA absorbance 405 nm; hit rate 0.11% among 330,000; activation, % at 8.5 µM;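 active means activation above the mean of all tested compounds plus 3 SD, cut at about 21% in these data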;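 further: 0% = DMSO alone and 100% = DMSO wells spiked with extra 5 µM PC-3 D3A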
# Target sequence (P42574 whole entry D9A/D28A/D175A): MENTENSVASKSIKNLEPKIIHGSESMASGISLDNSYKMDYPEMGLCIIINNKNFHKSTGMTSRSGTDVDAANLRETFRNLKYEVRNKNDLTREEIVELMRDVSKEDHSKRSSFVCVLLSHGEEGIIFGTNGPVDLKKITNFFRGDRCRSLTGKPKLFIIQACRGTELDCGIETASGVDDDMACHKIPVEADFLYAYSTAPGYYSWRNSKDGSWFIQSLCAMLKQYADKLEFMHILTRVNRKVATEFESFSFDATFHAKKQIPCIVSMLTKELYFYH
#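 Test system: Procaspase-3 D3A mutant; medium: Zinc-free HEPES/NaCl buffer with 0.01% Triton X-100 at pH 7.4; reagent: DEVD-pNA substrate; doses: one concentration, 8.5 µM nominal, 0.8% DMSO; times: 1 h preincubation plus 2 h reaction at 25 °C; signal: Epi-absorbance at 405 nm of released p-nitroaniline, 0 and 120 min; replicates: singlicate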
# * = called active by the depositor; ? = inconclusive; · = not tested or not shown; & = joins results of further samples.
SMILES,LAP4-GFP MLPCN,Yeast superoxide,proCasp7 act,MEP2 TOR yeast,GASC-1 inh,AHR act,RPL19A-GFP yeast,procasp3 activ
CC1N(O)C(C)(C)C(c2ccccc2)=[N+]1[O-] (stereo not drawn),103,101,9,100,-8,-1,94,9
Cc1c(Nc2nc(-c3ccccc3)cs2)c(=O)n(-c2ccccc2)n1C,?,120,10,?,0,0,?,3
CCC1CN(C(=O)NCc2ccccc2)c2ccccc2O1 (stereo not drawn),?,95,·,?,1,·,?,·
COc1ccccc1CNC(=O)c1cc(C)nn1-c1ccccc1,102,44*,-2,96,4,1,97,2
COc1ccc2nc(SCc3ccccc3C)nc(C)c2c1,103,103,1,113,-5,6,112,-2
O=S(=O)(N1CCCCC1)n1nnc2ccccc21,110,95,-2,109,-1,0,105,6
CN1C(=O)N(C)C(c2cccc([N+](=O)[O-])c2)C2=C1CCCC2=O (stereo not drawn),93,90,11,100,0,0,96,7
CC1CCCCN1S(=O)(=O)c1ccc2c(c1)oc(=O)n2CC(=O)O (stereo not drawn),105,102,8,101,4,-3,101,3
Cc1cc(C)n(-c2ccc(C(=O)OCC(=O)Nc3ccc(S(=O)(=O)N4CCOCC4)cc3)cc2)n1,102,92,9,101,40&4,1,100,7
Cc1cc(/C=C(\C#N)C(=O)OCC(=O)Nc2ccc(OC(F)F)cc2)c(C)n1CC(C)C,101,95,4,105,-2,-4,99,10
NC(=O)C1CCCN(Cc2ccc3ccccc3c2)C1 (stereo not drawn),96,102,4,107,8,1,105,-6
C#CCOc1c(Br)cc(/C=C2/C(=O)ON=C2C)cc1OC,197*,100,-9,98,3,0,91,0

# Next section; it opens with the 2 that closed the last part.
SMILES,LAP4-GFP MLPCN,Yeast superoxide,proCasp7 act,MEP2 TOR yeast,GASC-1 inh,AHR act,RPL19A-GFP yeast,procasp3 activ
NC(=O)C1CCCN(Cc2ccc3ccccc3c2)C1 (stereo not drawn),96,102,4,107,8,1,105,-6
C#CCOc1c(Br)cc(/C=C2/C(=O)ON=C2C)cc1OC,197*,100,-9,98,3,0,91,0
Cc1ccc(C2=C(CC(=O)O)C(=O)CC2)cc1,88,96,0,91,5,-1,99,15
CCCOc1ccc(/C(O)=C2/C(=O)C(=O)N(CCCn3ccnc3)C2c2cccs2)cc1 (stereo not drawn),97,104,-73,102,19,0,102,-31
CCOc1ccc(/C(O)=C/C(=O)C(=O)Nc2ccc(S(=O)(=O)NC(C)=O)cc2)cc1,84,96,-13,97,-5,-1,98,-6
Cc1ccc(/C=C2/CCc3c([nH]c4ccccc34)C2=O)cc1,91,101,16,107,3,13,101,-4
COc1cc(C(=O)NNC(=O)CCOc2cccc(Br)c2)cc(OC)c1OC,95,117,0,97,-13,2,97,4
O=C1Nc2cc(Br)ccc2C1(O)c1ccccc1O (stereo not drawn),93,84,2,106,-38,3,109,5
CC(C)(C)C(=O)OCc1nc(-c2ccc(C(F)(F)F)cc2)cs1,105,107,-7,96,6,-1,98,-3
Cc1ccc(S(=O)(=O)N2CCN(C(=O)COC(=O)C3(C)CC3(Cl)Cl)CC2)c(C)c1 (stereo not drawn),107,79,-14,109,-6,-2,98,-4
Cc1c(OCC(=O)NC(Cc2ccc(Cl)cc2)C(=O)O)ccc2c3c(c(=O)oc12)CCCC3 (stereo not drawn),105,109,0,106,-5,1,97,8
COc1ccccc1/C=C/C(=O)OCC(=O)c1c(N)n(C)c(=O)n(C)c1=O,86,114,-8,96,7,2,99,9
O=c1c2ccccc2nc(/C=C/c2cc(Br)ccc2O)n1CCCO,88,125,-1,103,5,1,100,2
Cc1ccccc1OCc1ccc(C(=O)N2CC(C)OC(C)C2)o1 (stereo not drawn),92,100,10,104,7,16,104,0
O=C(CN(C(=O)c1csnn1)c1cccc(C(F)(F)F)c1)NCc1ccc(F)cc1,86,119,-19,97,-10,0,97,4
O=C(COC(=O)CNC(=O)c1ccc(Cl)cc1Cl)NNC(=O)c1ccccc1,94,107,4,99,-3,0,96,14
O=c1oc2ccccc2c2oc3cc(O)c(O)cc3c12,89,110,-4,86,0,2,98,-16
O=C(/C=C/c1ccccc1)NC(=S)Nc1ccccc1C(=O)NC1CCCCC1,86,97,-12,99,0,-3,96,2
O=C(COc1ccc(S(=O)(=O)N2CCOCC2)cc1)Nc1ccc(Cl)c(C(F)(F)F)c1,99,98,7,107,0,1,100,1
CC1CC(C)CN(C(=O)Cn2c(-c3nonc3N)nc3ccccc32)C1 (stereo not drawn),99,122,13,99,8,10,98,5
CC(C)CNC(=O)c1cccc(NC(=O)CSc2ccc(Cl)cc2)c1,92,101,1,96,5,-1,105,-3
CCOc1ccc(N2C(=O)/C(=C/c3ccccn3)SC2=S)cc1,109,83,0,105,4,1,103,-7
COc1ccc([C@H]2CC(=O)C=C(c3c(OC)cccc3OC)C2)cc1,103,98,7,103,·,1,93,0
CC(C)(C)NS(=O)(=O)c1cc(C(=O)Nc2sccc2C#N)ccc1Cl,92,89,7,100,-5,11,99,-3
O=C(CSC1=NCCN1)C1COc2ccccc2O1 (stereo not drawn),101,116,-23,98,7,1,100,-6
O=C(Cc1ccc(NC2=NC3CS(=O)(=O)CC3S2)cc1)N1CCN(c2ccc(F)cc2)CC1 (stereo not drawn),112,106,-2,101,15,-1,109,-4
Cc1ccc(NC(=O)c2ccc(Cl)c(NC(=O)c3cccs3)c2)cc1,115,69,7,93,-1,131*,95,5
CC(C)(C)NC(=O)C(c1ccc(O)cc1)N(C(=O)CCC(=O)Nc1nccs1)c1ccccc1F (stereo not drawn),108,88,-14,99,-5,0,98,-1
Cc1ccc(NC(=O)c2oc(=O)c3ccccc3c2-c2ccccc2)c(C)c1,95,106,1,102,-9,5,100,1
COc1ccc(C(=O)Nc2ccc(NC(C)=O)cc2)cc1S(=O)(=O)N(C)Cc1ccccc1,101,79,5,97,-11,1,100,6
CC1(C)Cc2c(sc3nc(N/N=C/c4ccccc4)[nH]c(=O)c23)CO1,94,94,7,110,5,0,104,-5
CCn1c(=O)c(C(=O)NNC(=O)c2ccccc2)c(O)c2ccccc21,93,119,-3,100,2,5,103,4
O=C(NCCCN1CCN(c2ccccc2F)CC1)C1CC(=O)N(C2CCCC2)C1 (stereo not drawn),98,91,4,93,1,-2,96,1
Cc1ccc(SCc2cc(=O)c3c(=O)n(-c4ccccc4)[nH]c3[nH]2)cc1,100,105,-9,103,5,0,99,4
CNc1nc(Oc2ccccc2C(=O)OC)nc(SC)n1,105,97,-8,104,-3,-1,110,-2
Cc1cc(S(=O)(=O)NCCCN2CCOCC2)ccc1Br,98,85,6,103,7,1,96,3
CCCN(CCC)CC(O)CN1C(=O)NC(C)(C)C1=O (stereo not drawn),109,101,1,106,-19,3,104,2
CC1CCC(NC(=O)COc2ccc(C(=O)c3ccccc3)cc2)CC1 (stereo not drawn),95,89,-1,101,-3,-2,98,0

# As entered above:
# MEP2 TOR yeast result of `COc1ccc(C(=O)Nc2ccc(NC(C)=O)cc2)cc1S(=O)(=O)N(C)Cc1ccccc1` stands at 97
# proCasp7 act result of `Cc1ccc(SCc2cc(=O)c3c(=O)n(-c4ccccc4)[nH]c3[nH]2)cc1` stands at -9
# MEP2 TOR yeast result of `Cc1ccc(NC(=O)c2oc(=O)c3ccccc3c2-c2ccccc2)c(C)c1` stands at 102

# (next part)
SMILES,LAP4-GFP MLPCN,Yeast superoxide,proCasp7 act,MEP2 TOR yeast,GASC-1 inh,AHR act,RPL19A-GFP yeast,procasp3 activ
CC(Nc1nc(=S)nc(Nc2ccc(F)cc2)[nH]1)c1ccccc1 (stereo not drawn),94,99,-15,108,10,4,101,1
COC(=O)C1=C(Nc2ccccc2NS(=O)(=O)c2ccc(C(F)(F)F)cc2Cl)CSC1,109,99,-1,99,8,2,100,-5
Oc1ccc(CNC2CCCCC2)cc1,92,122,6,95,3,4,97,-6
COc1ccccc1CN1C(=O)[C@@H]2Cc3c([nH]c4ccccc34)C(C)(C)N2C1=O,125,115,4,92,10,5,101,0
Cc1nc(-c2cccc(NC(=O)c3ccc(-n4cccn4)cc3)c2)cs1,104,102,0,108,1,1,101,-4
CC1CCN(C(=O)COc2ccc(S(=O)(=O)N3CCOCC3)cc2)CC1,106,103,1,106,-2,1,97,-1
COc1cc(/C=N\NC(=O)C2C(=O)NCC2c2ccccc2)cc(OC)c1O (stereo not drawn),89,107,-4,91,3,13,103,0
O=C(Nc1ccc(Br)cc1)c1ccc2c(c1)OCO2,88,100,-4,100,10,0,108,-1
CC1=CCC2C(=O)N(c3ccc(OC(=O)c4ccco4)cc3)C(=O)C2C1 (stereo not drawn),98,97,-1,102,3,1,96,3
CSc1ccc(CN2CCN(S(=O)(=O)Cc3ccccc3)CC2)cc1,90,91,9,100,0,-2,99,1
CC1(C)Cc2c(sc3nc4n(c(=N)c23)CCCCC4)CO1,98,90,13,99,5,6,105,1
CC(/C=N/NC(=O)c1ccncc1)=C\c1ccco1,110,97,13,99,2,5,93,-1
COc1ccc(C2CC(=O)C3=C(C2)Nc2ccccc2N(C(=O)C2CC2)C3c2cccnc2)cc1OC (stereo not drawn),101,92,9,103,12,-3,99,-3
CCC(C)NCCOCCOc1ccc(Cl)c2ccccc12 (stereo not drawn),95,107,5,95,13,12,100,9
O=C(CSc1nc2ncc(Cl)cc2[nH]1)c1ccc2c(c1)OCO2,118,103,-1,97,-2,25,98,-2
N=c1sccn1CC(=O)NCc1ccc(Cl)cc1Cl,97,98,3,108,-6,2,108,4
CCOc1ccc(NC(=O)CSc2nnc(-c3ccccc3Cl)n2Cc2ccco2)cc1,109,99,-6,104,1,9,99,1
O=C(CSc1ccc2nnc(CCNC(=O)c3ccc(F)cc3)n2n1)NCC1CCCO1 (stereo not drawn),88,97,-4,89,2,2,97,-2
COCCN1Cc2cccc(C(=O)NCc3cccs3)c2C1=O,106,92,8,100,1,2,101,-2
CSc1nc(N)nc2c1ncn2CC(=O)NCc1ccc2[nH]ccc2c1,102,106,8,95,12,0,99,3
O=C(c1ccc(F)cc1)C(CN1CCOCC1)c1ccccc1 (stereo not drawn),103,87,4,95,0,-2,100,7
CC(=O)N1c2ccc(S(=O)(=O)N3CCC(C(=O)NCc4ccccc4Cl)CC3)cc2CC1C (stereo not drawn),109,89,3,108,5,1,104,9
Cc1ccc(SCCC(=O)Nc2nccs2)cc1,104,90,-9,100,-3,0,94,1
CC1CCCN(C(=O)CN(C)S(=O)(=O)c2cccc3nsnc23)C1 (stereo not drawn),103,90,1,101,-5,1,103,5
COC(=O)CNC(=O)CN1C(=O)N(c2ccccc2)C(N(O)C(=O)Nc2ccccc2)C1(C)C (stereo not drawn),96,95,-3,94,-20,3,92,10
CN(C(=O)COC(=O)c1ccc([N+](=O)[O-])cc1N)c1ccccc1,108,83,-7,111,9,1,116,3
CC(=O)/C(=C\N(C)C)Sc1ccc(C)cc1,·,110,-1,109,-5,3,105,-11
CN(C)c1ccc(C(c2nnnn2C(C)(C)C)N2CCN(C(=O)c3ccco3)CC2)cc1 (stereo not drawn),95,97,-4,95,-1,9,98,-10

# Random draw from the library, and some 3.8% of all compounds hit somewhere here.
